Source: PubChem BioAssay
GSK3 alpha inh – blocks human GSK-3 alpha kinase. P49840. ADP-Glo luminescence, 60 min. inhibition, % at 10 µM. hit rate 0.1% among 320,000. AID 2650;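 in the data active means inhibition above about 50%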;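 further: GST-tagged GSK-3 alpha with peptide substrate and 25 µM ATP; 0% = DMSO neutral wells and 100% = GW8510 positive control wells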
GSK3beta inhib – blocks human GSK3beta kinase activity | hit rate 0.038% among 300,000 | AID 2097 | activity score (negative = inhibition), % at 10 µM | GST-GSK3beta kinase, ADP-Glo luminescence, 60 min; hits give low values;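 active means more than half of replicate wells score below -50%, meaning over 50% inhibition versus plate controls; inconclusive means some replicates but at most half score below -50%; inactive means no replicate scores below -50%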;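 further: 0% = median DMSO wells and -100% = median GW8510 positive control wells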
Target sequence (P49841 whole entry, looked up): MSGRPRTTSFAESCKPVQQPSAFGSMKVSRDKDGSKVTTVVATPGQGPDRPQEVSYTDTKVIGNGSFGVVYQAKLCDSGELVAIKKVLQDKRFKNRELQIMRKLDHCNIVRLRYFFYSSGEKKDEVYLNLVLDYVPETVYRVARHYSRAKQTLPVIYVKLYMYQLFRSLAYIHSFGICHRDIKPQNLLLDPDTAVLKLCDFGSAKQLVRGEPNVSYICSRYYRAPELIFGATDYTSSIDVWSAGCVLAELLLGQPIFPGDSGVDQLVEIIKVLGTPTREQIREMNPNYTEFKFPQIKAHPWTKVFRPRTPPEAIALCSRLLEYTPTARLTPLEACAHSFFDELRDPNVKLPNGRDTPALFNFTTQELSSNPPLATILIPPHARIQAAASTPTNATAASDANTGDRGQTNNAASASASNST
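Test system: GST-fused GSK3beta enzyme, cell-free | Quantity: 1.6 ng GST-GSK3beta enzyme per well | Reagent: 25 µM ATP with peptide substrate | Schedule: 60 min enzyme reaction, room temperature | Signal: Luminescent ADP-Glo measurement of ADP formed | Read-out basis: Score relative to plate controls | Control set: DMSO and 20 µM GW8510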
HSF1 inhib – HSF1 inhibition. hit rate 0.77% among 300,000. activity change, negative = inhibition, % at 7.5 µM (by protocol). AID 2098. NIH3T3-HGL HSE-luciferase, MG132-induced, luminescence 8 h; hits give low values;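 active means more than half of replicate wells show activity change below -50%, luminescence cut by over half; inconclusive means some wells, but at most half, below -50%; inactive means no replicate well below -50%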;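 further: luciferase reports HSF-1 transcriptional activity via heat shock element; 0% = median of DMSO wells and -100% = zero luminescence signal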
HSP90 inh – HSP90 refolding inhibition in rabbit reticulocyte lysate | luciferase refolding luminescence, 3 h | AID 1789 | hit rate 0.91% among 290,000 | inhibition, % at 5.6 µM;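 active means inhibition above the screen-wide mean plus 3 SD, computed separately per campaign, cut at about 16% in these data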;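 further: 0% = DMSO wells and 100% = 60 µM geldanamycin wells; inhibitors lower the luminescence because luciferase stays unfolded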
DYRK1A inh – inhibitors of rat Dyrk1A kinase; Q63470; ADP-Glo luminescence, NFATc1 peptide; inhibition, % at 12.5 µM; hit rate 0.43% among 310,000; in the data active means inhibition above about 50%;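 further: plate controls were vehicle with enzyme for no effect and no enzyme for full effect; many of its hits are not listed in these tables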
HSF-1 act – increases HSF-1 driven luciferase reporter signal. NIH3T3-HGL HSF-1 luciferase reporter, MG132, 8 h; 100% = twice DMSO control signal. activation, % at 9 µM. hit rate 1.7% among 300,000. AID 504408;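 active means mean replicate activation of at least 50% with a set share of replicates each reaching 50%; inconclusive means only one of those two conditions met; inactive means mean below 50% and too few replicates reaching it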;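 further: 0% = median of the neutral control wells and 100% = twice that signal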
HDAC3 inh – human HDAC3 inhibition | O15379 | recombinant HDAC3, fluorogenic peptide/trypsin coupled, fluorescence | inhibition, % at 8.3 µM | hit rate 0.15% among 320,000; in the data active means inhibition above about 26%, passing the limit was not always enough; inconclusive means no clear call, values can overlap the other calls
Target sequence (O15379 whole entry, looked up): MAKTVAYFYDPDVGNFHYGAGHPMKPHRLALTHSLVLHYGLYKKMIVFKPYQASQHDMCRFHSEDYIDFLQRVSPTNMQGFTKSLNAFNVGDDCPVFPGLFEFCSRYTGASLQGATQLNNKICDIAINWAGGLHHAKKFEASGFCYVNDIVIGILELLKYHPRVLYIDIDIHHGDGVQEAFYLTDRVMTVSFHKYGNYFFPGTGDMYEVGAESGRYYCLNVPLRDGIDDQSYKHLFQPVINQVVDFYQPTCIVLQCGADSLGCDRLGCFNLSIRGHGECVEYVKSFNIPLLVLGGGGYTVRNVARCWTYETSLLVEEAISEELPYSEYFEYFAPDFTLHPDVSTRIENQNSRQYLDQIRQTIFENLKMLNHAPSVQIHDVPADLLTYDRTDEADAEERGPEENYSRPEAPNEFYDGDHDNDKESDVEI
PolyA inhibitor – inhibitors of polyadenylation in S. cerevisiae | S. cerevisiae SKY197-pL101 polyadenylation reporter, beta-gal luminescence; efflux-impaired pdr1/pdr3 knockout yeast; score 100 = 6 SD above DMSO | calls only at 12 µM | hit rate 0.02% among 300,000;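 active means lowest replicate activity score at least 50, where 100 means six control SD above control mean; inconclusive means lowest score under 50 but half or more replicates reach 50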;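 further: yeast exposed to compound for 9 h at 30 °C; higher score means more reporter readthrough which indicates perturbed polyadenylation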
Platelet DG rel – platelet dense granule release activity; hit rate 0.22% among 300,000; inhibition, %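 (compounds screened at 7.5 µM in platelet-rich plasma)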; human platelet-rich plasma, SFLLRN dense granule ATP release, luminescence;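 active means mean replicate score, as percent of positive control, at or above 50; inconclusive means mean below 50 but at least one replicate at or above 50; inactive means mean and every replicate below 50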
AI-2 QS modul – Vibrio harveyi AI-2 quorum sensing modulation. hit rate 0.4% among 300,000. activity change, % at 7.5 µM. Vibrio harveyi JMH597 AI-2 luminescence/OD600 ratio, 9 h; hits give low values; strain lacks LuxN and CqsS sensors; 0 = neutral-control median. AID 2094; in the data active means activity change below about -75%, passing the limit was not always enough; inconclusive means no clear call, values can overlap the other calls;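 further: luminescence divided by OD600 gain over 9 h not by final OD600 alone; inactives centre near 13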
* hit, by the source's call; i = inactive; ? = inconclusive; . = not tested or not shown.

SMILES | GSK3 alpha inh | GSK3beta inhib | HSF1 inhib | HSP90 inh | DYRK1A inh | HSF-1 act | HDAC3 inh | PolyA inhibitor | Platelet DG rel | AI-2 QS modul
O=C(OCC#CCSc1nnc(-c2ccccc2)o1)c1cc2ccccc2o1 | 0 | 0 | -8 | 1 | -6 | 3 | 5 | i | . | -1
NS(=O)(=O)c1ccc(NC(=O)CSc2ccccc2)cc1 | -1 | 0 | 14 | -2 | -54 | 25 | -3 | i | -3 | 13
COC(=O)CN1CCN(C(=O)c2ccco2)CC1 | -1 | 0 | 12 | 0 | -7 | 20 | 0 | i | 11 | 12
Cc1cc(NC(=O)c2ccc3c(c2)C(=O)N(C2CCCCC2)C3=O)no1 | -2 | -1 | -3 | 2 | 5 | -10 | 1 | i | 0 | 21
CCCc1nnc(SCC(=O)NC2CCCC2)n1CCOC | 0 | 0 | -2 | -1 | 0 | 16 | 2 | i | -3 | -11
COc1ccc(N=Cc2oc3ccc4ccccc4c3c2O)cc1 | 5 | -2 | 10 | 0 | -2 | 9 | 9 | i | 5 | -1
Cc1ccccc1C(=O)Nc1nnc(SC(C)C)s1 | -1 | 2 | -3 | -3 | -7 | 27 | -1 | . | 6 | 25
COc1cccc(CNc2ccc(N3CCCCC3)cc2)c1OC | 5 | . | . | -2 | 0 | . | 12 | . | . | .
Cc1cccc(NC(=O)CCCN2C(=O)C3CC=CCC3C2=O)c1 (centres undefined) | -2 | 3 | 3 | -2 | 5 | -1 | -1 | i | -6 | 5
CC(=O)Nc1ccc(NC(=O)c2cc(=O)c3ccc(C)cc3o2)cc1 | -4 | -4 | -5 | -1 | -3 | 13 | 2 | i | -1 | 1
COc1cccc(C(=O)Nc2ccc(NC(=O)C3CC3)cn2)c1 | 1 | 0 | 23 | 5 | -1 | 35 | 2 | i | 32 | 24
Cc1nc(=O)c(-c2ccccc2)c(C)n1-c1cccc(/C=C/C(=O)O)c1 | -2 | 1 | -8 | -4 | -1 | -6 | -1 | i | 5 | 12
CN(C)S(=O)(=O)Oc1cccc(C(=O)Nc2ccc(Cl)cc2)c1 | -2 | -1 | 11 | 6 | -4 | 34 | 3 | i | 2 | 5
COc1ccc(-n2c(=O)/c(=C\c3cccs3)s/c2=C(/C#N)C(=O)N2CCN(C)CC2)cc1 | -1 | 0 | -6 | 1 | 5 | -1 | 1 | i | 10 | 0
O=S(=O)(c1ccccc1)n1c(C(O)c2ccccn2)cc2ccccc21 (centres undefined) | 0 | 1 | 12 | 0 | -2 | 0 | -2 | i | -13 | 17
O=C(C1=C[C@@H](C2CCCCC2)C[C@@H](OCCCCO)O1)N1CCOCC1 | -3 | 0 | 0 | -5 | 0 | -12 | -5 | i | 5 | 2
CCc1ccc(NC(=O)C2CCN(C(=O)[C@@H]3Cc4ccccc4CN3)CC2)cc1 | 2 | -4 | -6 | 5 | 4 | -4 | 0 | i | -10 | -16
COc1ccccc1NC(=O)CSc1ccc2nnc(-c3cccnc3)n2n1 | 0 | -3 | 0 | 0 | 12 | 5 | -2 | i | -10 | 52
Cc1cc(NC(=O)CC(CN(C)S(=O)(=O)c2ccccc2)c2ccccc2)no1 (centres undefined) | -1 | 2 | -7 | -4 | 6 | -24 | 0 | i | -6 | 43
CCCCn1c(-c2cccc(C)c2)nc2cc3[nH]c(=O)c(C(C)C)nc3cc21 | -1 | 3 | 5 | -2 | -2 | -4 | -15 | i | 4 | 3
CCOC(=O)CS(=O)(=O)c1ccc(C(F)(F)F)cn1 | -3 | -2 | 19 | 0 | 6 | 16 | 2 | i | -2 | 14
O=C(NC1CCCCC1)c1sc(N2CCOCC2)nc1-c1ccccc1 | -2 | 1 | -7 | 0 | 1 | 11 | -5 | i | -1 | 32
CCCC1C2C(=O)N(c3ccccc3OC)C(=O)C2ON1c1ccccc1 (centres undefined) | -1 | 2 | -3 | 3 | 9 | 8 | 0 | i | -12 | -3
O=C(NCCN1CCOCC1)C(=O)NCC1CCCO1 (centres undefined) | -1 | 5 | 1 | -2 | 0 | 6 | -8 | i | -52 | 20
Cc1ccc(S(=O)(=O)Nc2cccc(-n3cnnn3)c2)cc1 | -2 | 0 | 0 | -2 | -2 | 1 | 2 | i | 9 | 16
CCC1(C)Cc2ccccc2-c2nc(SCC(N)=O)[nH]c(=O)c21 (centres undefined) | 0 | 2 | 3 | 2 | 1 | -14 | -3 | i | -2 | -1
CCC(=O)c1ccc(OCC(=O)N2CCN(c3ccccn3)CC2)cc1 | 1 | 1 | -3 | -5 | 0 | -1 | -8 | i | 15 | 24
CC1(c2ccccc2)CC(C)(C)N(C(N)=O)c2ccccc21 (centres undefined) | -1 | -4 | 3 | 0 | -6 | 0 | 0 | i | -2 | 14
CC(C)(C)OC(=O)N1CCC[C@H]1c1nnc(SCc2c(Cl)cccc2Cl)o1 | -1 | 3 | 6 | 4 | -4 | 13 | 11 | i | 12 | 19
O=C(CCS(=O)(=O)c1ccc(Cl)cc1)Nc1nc(-c2cccnc2)cs1 | 1 | -1 | 0 | -1 | -1 | -2 | -6 | i | 6 | 26
O=C(NNC(=O)C1CC1)c1ccccc1[N+](=O)[O-] | . | 3 | . | -4 | -6 | . | 0 | . | . | 2
Cc1ccc(CNC(=O)C2CCCN(S(=O)(=O)c3cnc[nH]3)C2)cc1 (centres undefined) | -1 | 0 | 1 | 2 | -10 | 5 | -1 | i | -13 | 26
CCN(CC)C(=O)CN(C#N)c1nc(OC)nc(N(C)C)n1 | -1 | 3 | -5 | -2 | -2 | 0 | -3 | i | -3 | 25
CC(=O)c1cccc(NC(=O)c2cc(Cl)sc2Cl)c1 | 1 | 3 | -3 | 0 | 16 | 26 | 8 | i | 19 | 21
CCOC(=O)c1c(CSc2ccc(C)cc2)n(C)c2cc(Br)c(O)c(CN(C)C)c12 | -1 | -1 | 10 | 4 | 1 | 36 | 6 | i | -5 | 22
C=CCN(c1ccccc1)S(=O)(=O)c1cc(C(=O)NC2=NCCS2)ccc1Cl | -2 | -6 | 10 | 0 | 1 | 1 | 4 | i | 1 | 13
C=CCn1nnnc1SCC(=O)Nc1ccc(OC)cc1 | -2 | -11 | -5 | 0 | -6 | 1 | 0 | i | -4 | 20
CC[C@]1(O)CC2CN(CCc3c([nH]c4ccccc34)[C@@](C(=O)OC)(c3cc4c(cc3OC)N(C=O)[C@H]3[C@@](O)(C(=O)OC)[C@H](OC(C)=O)[C@]5(CC)C=CCN6CC[C@]43[C@@H]65)C2)C1 (some centres undefined) | -5 | 3 | -23 | . | 14 | -33 | 3 | i | -2 | 15
Cc1[nH]nc(Nc2ccc(C(C)C)cc2)c1[N+](=O)[O-] | 0 | 1 | 26 | -3 | 0 | ? | 6 | i | -1 | .
COC(=O)C1=C(C)Nc2c(c(=O)n(C)c(=O)n2C)C1c1ccncc1 (centres undefined) | 3 | -1 | 5 | 4 | 2 | 7 | -3 | i | -6 | 26
Nc1nc(SCC(=O)c2cccs2)n[nH]1 | 0 | 2 | 0 | 1 | 8 | 2 | 4 | . | 5 | 24
COc1ccc2oc(C(=O)OCC(=O)NC(=O)NC(C)C)c(C)c2c1 | -1 | 0 | -2 | 2 | 4 | 1 | -4 | i | -4 | 22
COc1ccccc1-c1nnc(SCC(=O)Nc2ccc(N3CCOCC3)cc2)n1C | 1 | -1 | -4 | . | -8 | 2 | -4 | i | . | 22
Fc1ccc(-c2cc(-c3ccccc3)nc(-n3cccn3)n2)cc1 | -2 | 2 | -69* | 1 | 2 | -75 | 9 | i | -2 | 15
COC(=O)/C=c1\sc2ncnn2c1=O | -2 | 0 | 13 | 1 | -2 | 7 | 8 | i | 8 | 8
O=C(O)C1CCCNC1 (centres undefined) | -2 | 3 | 2 | 1 | . | -15 | -7 | i | -3 | -11
CCCC(=O)Nc1ccc(C(=O)NCc2ccccc2Cl)cc1 | -3 | -4 | 1 | 4 | -2 | -14 | 2 | i | 2 | 26
O=C(c1cc2ccccn2n1)N1CCN(Cc2ccccc2)CC1 | -4 | -6 | 3 | . | 3 | 9 | -1 | i | -8 | 5
O=C(N(c1ccccn1)c1ccccn1)C12CC3CC(CC(C3)C1)C2 | -1 | 0 | -6 | -1 | -1 | 3 | -2 | i | -5 | 22
O=C(CCn1cnc2ccccc2c1=O)Nc1cccc(Cl)c1Cl | 1 | -1 | 11 | 2 | 1 | 10 | 4 | i | 10 | 19
O=C(CCc1ccccc1)Nc1cccc(NC(=O)CCc2ccccc2)c1 | 0 | -1 | -1 | 2 | -6 | -6 | 1 | i | 5 | 13
CC(C)(C)C(=O)Nc1ccc(C(=O)N/N=C/C2CC3C=CC2C3)cc1 (centres undefined) | 1 | 2 | -8 | 1 | -1 | -17 | -1 | i | -4 | 1
N#C/C(=C\c1cc(Cl)c(OCc2ccc(Cl)cc2)c(Cl)c1)C(N)=O | -1 | 1 | 0 | 0 | . | -21 | 0 | i | 1 | 6
COCCNC(=O)CN1CCN(C(c2ccccc2)c2ccccc2)CC1 | -5 | -1 | -3 | 5 | 3 | -12 | 7 | i | -10 | 15
CCOc1ccc(CCNC(=O)c2[nH]c(C)c(C(C)=O)c2CC)cc1OCC | 0 | 2 | -4 | 0 | -6 | 0 | -4 | i | 11 | 9
Cc1cc(C2=NNC(=NCc3ccccc3)SC2)c(C)n1-c1c(C)n(C)n(-c2ccccc2)c1=O | . | 0 | . | 6 | -7 | . | . | i | 1 | 13
NS(=O)(=O)c1ccc(CCNC(=O)CSc2ccc3ccccc3c2)cc1 | -2 | 0 | -1 | -1 | -5 | -4 | -3 | i | 0 | 23
COc1ccc(-c2cc(C(=O)Nc3c(C)n(C)n(-c4ccccc4)c3=O)c3ccccc3n2)cc1 | 2 | -2 | 1 | -4 | 8 | -11 | 8 | i | 7 | 18
COc1ccccc1NC(=O)CN1C(=O)C(C)SC(C)C1=O (centres undefined) | -2 | 1 | -3 | 3 | -2 | 4 | -2 | i | 6 | 7
CCOc1ccc(CCNC(=O)c2ccc(C)c(N3CCCC3=O)c2)cc1OCC | 1 | 0 | 0 | 3 | -1 | -3 | -5 | i | 1 | -9
Nc1nonc1-n1nnc(C(=O)N/N=C/c2ccc(OCc3ccccc3F)cc2)c1CN1CCCCC1 | -3 | 1 | 8 | 2 | 4 | 34 | -4 | i | 5 | 28

Some of the compounds tested (hit frequency here may not be typical).
